Screens from PubChem.
NSD2 inh: NSD2 (human) methyltransferase inhibition; AID 743445; 310,000 compounds, 0.54% hits; O96028; inhibition, % at 12.5 µM; NSD2 peptide methylation, AlphaScreen, 120 min; in the data active means inhibition above about 50%
MITF TRPM1 HTS: increases MITF-driven TRPM1 promoter luciferase signal. SK-MEL-5 TRPM1-promoter luciferase, 24 h; % of positive control, neutral wells = 0. activation, % at 12.5 µM. 300,000 compounds, 0.75% hits. AID 588334;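 active means mean activation of at least 80% with every replicate also reaching 80%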;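 further: 0% = neutral control wells and 100% = parthenolide positive control wells; values of inactives mirror those of a sister screen read the other way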
PvdQ acylase: P. aeruginosa PvdQ acylase inhibition; 340,000 compounds, 0.063% hits; purified PvdQ acylase, fluorescence plate reader; AID 488965; inhibition, % at 10 µM; in the data active means inhibition above about 30%, passing the limit was not always enough;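 further: 0% = vehicle neutral wells and 100% = reference inhibitor wells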
V-ATPase pH: alters yeast V-ATPase proton transport; S. cerevisiae, pHLuorin cytosolic pH fluorescence; response, % at 10 µM; 350,000 compounds, 0.37% hits; AID 504577; in the data active means response mostly above about 7.3%, no sharp cut-off; inactive means mostly below about 5.4%; further: actives read high; inactives centre near 0; some compounds called inactive have numbers as strong as hits; reference of the scale not given here
CDK5 inh: CDK5/p35 (human) kinase inhibition. Recombinant CDK5/p35, ADP-Glo luminescence, 60 min. 330,000 compounds, 0.01% hits. AID 488839. inhibition, % at 10 µM. Q00535+Q15078;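 active means highest replicate inhibition of at least 50% and at least 75% of replicates reaching 50%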;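 further: plate controls were DMSO neutral control for no effect and GW8510 at 10 µM for full effect; many of its hits are not listed in these tables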
Target sequence (Q00535 whole entry, looked up): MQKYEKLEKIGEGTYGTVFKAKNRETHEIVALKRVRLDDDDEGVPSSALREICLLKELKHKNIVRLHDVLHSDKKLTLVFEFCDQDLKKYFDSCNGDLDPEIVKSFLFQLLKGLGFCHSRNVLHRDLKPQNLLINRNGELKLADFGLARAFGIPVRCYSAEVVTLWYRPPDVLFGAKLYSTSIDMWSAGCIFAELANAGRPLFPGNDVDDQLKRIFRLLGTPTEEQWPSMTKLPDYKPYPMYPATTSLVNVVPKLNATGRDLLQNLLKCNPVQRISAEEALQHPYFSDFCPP
Target sequence (Q15078 whole entry, looked up): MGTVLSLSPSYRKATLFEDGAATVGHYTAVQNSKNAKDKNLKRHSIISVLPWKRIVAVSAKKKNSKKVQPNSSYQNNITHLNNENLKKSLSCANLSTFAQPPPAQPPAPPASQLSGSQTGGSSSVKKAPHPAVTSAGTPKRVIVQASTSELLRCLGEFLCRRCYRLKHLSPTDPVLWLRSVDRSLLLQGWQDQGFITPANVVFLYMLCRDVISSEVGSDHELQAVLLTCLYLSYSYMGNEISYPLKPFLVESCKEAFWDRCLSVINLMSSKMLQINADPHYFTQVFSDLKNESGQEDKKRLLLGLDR
SR-BI DiI inh: inhibitors of mouse SR-BI mediated HDL lipid uptake | Q61009 | ldlA[mSR-BI] CHO cells, DiI-HDL uptake fluorescence, 3 h | inhibition, % at 12.5 µM | 320,000 compounds, 0.96% hits | AID 488896;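 active means mean replicate inhibition of at least 70% and a set share of replicates each scoring 70 or more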;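 further: 0% = median of neutral control wells and 100% = median of positive control wells; values of inactives mirror those of a sister screen read the other way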
Wnt bcat act: activators of Wnt/beta-catenin signaling; Wnt/beta-catenin reporter cell assay, activator, plate reader; activation, % at 9.35 µM; 300,000 compounds, 1.2% hits; in the data active means activation above about 30%, passing the limit was not always enough;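 further: 0% = neutral control wells and 100% = positive control wells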
HTR5A inv ag: HTR5A inverse agonism, opioid heterodimer counter-screen | inhibition, % at 9.3 µM | AID 504634 | HTR5A cell line, luminescence | 340,000 compounds, 0.083% hits | P47898; in the data active means inhibition mostly above about 23%, no sharp cut-off; inactive means mostly below about 18%;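 further: 0% = cells with DMSO and 100% = no-cell wells with DMSO; some compounds called inactive have numbers as strong as hits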
dFosB activator: enhances mouse delta FosB homodimer DNA binding | AID 493131 | P13346 | 340,000 compounds, 0.99% hits | purified delta FosB, TAMRA-CDK5 oligo fluorescence polarization; percent of positive-control signal above neutral wells | activation, % at 25 µM;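 active means mean activation above about 17%, with every replicate also reaching it, limit read from the data, passing the limit was not always enough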;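 further: fluorescence polarization rise as delta FosB binds a TAMRA Cdk5 AP-1 oligo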
Target sequence (P13346 whole entry, looked up): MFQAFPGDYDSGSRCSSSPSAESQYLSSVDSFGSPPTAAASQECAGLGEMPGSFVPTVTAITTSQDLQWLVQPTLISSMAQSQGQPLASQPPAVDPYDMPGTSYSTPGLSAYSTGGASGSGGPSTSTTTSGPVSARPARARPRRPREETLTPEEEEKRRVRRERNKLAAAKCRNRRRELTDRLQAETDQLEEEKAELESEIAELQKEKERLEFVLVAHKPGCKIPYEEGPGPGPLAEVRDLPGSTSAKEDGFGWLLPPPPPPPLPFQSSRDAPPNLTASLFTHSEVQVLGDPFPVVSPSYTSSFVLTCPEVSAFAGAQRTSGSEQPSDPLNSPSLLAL
HTR5A ag: activates human HTR5A in OPRM1-OPRD1 agonist counter-screen | 340,000 compounds, 0.61% hits | HTR5A agonist assay, luminescence, cell-based | AID 504692 | P47898 | activation, % at 9.3 µM; in the data active means activation mostly above about 9.5%, no sharp cut-off; inactive means mostly below about 7.6%;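 further: 0% = cells with vehicle only and 100% = reference agonist; strong numbers were not always called active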
The depositor's hits bear a star; nt = not tested or not shown. Rows are unselected; overall some 5% were active at least once.

The line under a structure holds: NSD2 inh	MITF TRPM1 HTS	PvdQ acylase	V-ATPase pH	CDK5 inh	SR-BI DiI inh	Wnt bcat act	HTR5A inv ag	dFosB activator	HTR5A ag
O=C(NNc1ccc(F)cc1)c1c(F)cccc1Cl
    2	5	2	-6	-0.4	-16	0	-4	-6	2
COc1ccc(NC(=O)c2ccc(-n3c(C)ccc3C)cc2)c(OC)c1
    -1	-1	-8	3	0.8	62	6	16	-6	-4
c1ccc(-c2csc(NNC3=NCCCCC3)n2)cc1
    6	17	-2	-4	-5.5	12	nt	-8	-10	3
CCN(CC)c1ccc(C(NC(C)=O)NC(C)=O)cc1
    0	1	-11	2	-0.2	-11	nt	21	0	1
CCOC(=O)c1c(C)[nH]c(C)c1C(=O)COC(=O)c1cccc(C)c1O
    0	7	-8	4	-5.3	-11	nt	7	-3	-6
O=C(Nc1cccc(C(=O)N2CCCCC2)c1)C1CCCC1
    nt	-18	-16	-2	-7.4	6	-4	5	-2	-2
Fc1ccc(NC(=S)N2CCCN(c3ccc(C(F)(F)F)cn3)CC2)c(F)c1
    -3	-43	12	4	1.4	9	-4	-9	-8	4
O=C(NCCOC(=O)c1ccccc1C(=O)OCCNC(=O)c1cccnc1)c1cccnc1
    -1	1	-12	0	0.2	-22	-2	-8	-5	-2
O=C(Nc1ccc2ccccc2c1)c1cccc(F)c1
    -1	123*	-3	5	1.4	45	46*	-21	0	6
Cc1ccc(N2CC(C(=O)NCc3cccnc3)CC2=O)cc1 (centres undefined)
    -2	-2	-6	3	0.3	-10	nt	-10	-8	-5
CC(C)(C)c1ccc(-n2ncc3c2CCCC3NC(=O)CCCn2cncn2)cc1 (centres undefined)
    2	-11	-6	2	-0.1	5	-3	-15	-6	2
CC(=O)c1cccc(NC(=O)COC(=O)CCNS(=O)(=O)c2ccccc2)c1
    -3	-16	-5	-1	0.4	-3	-2	1	-13	0
O=C(NCc1ccc2c(c1)OCO2)NC1CCCCC1
    1	23	-17	-2	-6.1	-3	2	-5	3	3
COc1cccc(OCc2cc(/C=N/NC(=O)c3nc(Cl)c(Cl)c(N)c3Cl)ccc2OC)c1
    nt	-15	-13	-2	-0.8	33	nt	-23	59*	8
COc1cc2c(cc1NC(=O)COC(=O)[C@@H](NC(=O)c1ccccc1F)C(C)C)oc1ccccc12
    1	5	-14	3	-0.9	60	5	0	-9	4
Cc1ccc(C)c(NC(=O)COc2cccc3c2CCN(Cc2ccccc2)C3=O)c1
    -1	20	-19	1	0.7	9	1	6	-10	-2
O=[N+]([O-])c1cccc(-c2ccc3nnc(SCc4ccccn4)n3n2)c1
    2	0	-4	-1	-0.7	nt	-2	-9	5	-1
Cc1ccc([N+](=O)[O-])cc1NC(=O)CN1CCC(C)CC1
    1	-4	-8	1	1.5	nt	nt	8	-6	0
CCc1nnc(NS(=O)(=O)c2ccc(NC(=O)c3ccccc3)cc2)s1
    7	6	5	-2	0.1	15	-2	-10	0	-3
O=C1NC(=O)C2C1C(c1ccc([N+](=O)[O-])cc1)=NN2Cc1ccccc1 (centres undefined)
    8	-8	2	-1	0.0	-11	2	9	-2	-3
O=C(CSc1cccc2cccnc12)OCC(=O)c1ccccc1
    -5	nt	12	-3	1.2	-4	3	17	-8	-6
O=S(=O)(CCN1CCCC1)NCCNS(=O)(=O)c1ccc(F)cc1Br
    nt	-3	3	-1	1.0	11	-1	-5	-2	1
CCOC(=O)c1sc2ncn(C(C)C(=O)OC)c(=O)c2c1C (centres undefined)
    0	0	-8	-1	1.9	-10	-1	-3	-2	1
O=C(CSc1ncnc2sc3c(c12)CCCC3)N1CCC(c2noc3ccc(F)cc23)CC1
    0	9	-3	-3	-2.9	28	-1	9	-5	-3
C=CCOC(=O)C(=O)/C=C/c1c(C)n(C)n(-c2ccccc2)c1=O
    nt	4	-3	0	-1.6	-14	1	28	-6	-11
COc1ccc([N+](=O)[O-])cc1C(=O)C(=O)c1ccccc1
    3	nt	20	1	-1.1	10	-1	2	8	3
COCC1CCCN(Cc2nc(Cc3ccccc3)no2)C1 (centres undefined)
    -1	4	7	2	0.0	-2	-3	-6	1	2
O=C(c1ccccc1S(=O)(=O)NCc1ccccc1)N1CCCCC1
    nt	-5	-7	-2	-0.1	-13	4	-8	5	3
COc1ccc2c(CC(=O)N3CCc4ccccc43)coc2c1
    nt	111*	3	-2	1.0	15	nt	10	-7	-4
CN(C)CCCOC(=O)N1c2ccccc2C=Cc2ccccc21
    3	-13	-11	2	1.1	-25	2	-14	7	4
COc1ccc(C2/C(=C(/O)c3ccccc3)C(=O)C(=O)N2c2ccccn2)c(OC)c1 (centres undefined)
    1	nt	-8	0	0.0	-6	nt	11	-4	4
CC(C)(C)NC(=O)c1ccc2nccnc2c1
    0	nt	-4	-2	1.9	6	nt	-1	5	-3
COc1ccccc1C(=O)NCCC(=O)NCCC12CC3CC(CC(C3)C1)C2
    8	6	-6	11*	0.7	-17	4	22	-10	-1
O=C(CN1C(=O)COc2ccccc21)Nc1ccc(F)cc1
    nt	31	-18	5	-1.0	4	-3	21	0	-7
COc1ccccc1Oc1ccc(N/C=C/C(=O)c2ccco2)cc1
    -2	59	-9	-6	-1.8	49	16	9	-7	-3
O=C1NCCN1c1ccccc1
    -38	7	-11	0	1.6	-34	-4	-21	1	5
COc1cccc(NC(=O)N2C3CCCC2CC(NC(=O)C2CC2)C3)c1 (centres undefined)
    -1	0	3	-4	-0.1	nt	1	-7	7	2
CN(C)CC(=O)Nc1ccc2cn[nH]c2c1
    -3	-22	-16	-1	1.9	-19	-4	8	-3	-4
Cc1cc2oc(=O)cc(CN3CCOCC3)c2cc1C
    -1	2	-13	1	-0.5	-5	nt	-19	1	5
Cn1c(SCC(=O)NC2CCCC2)nnc1C(F)(F)F
    -1	2	8	-3	0.8	-29	2	5	-5	-2
O=C(NCc1ccco1)c1ccc(=O)oc1
    2	-4	8	4	-0.2	-19	nt	-17	-9	-3
C=CCn1c(SCC(=O)NC(=O)c2cccc([N+](=O)[O-])c2)nnc1-c1ccccc1F
    0	-5	-6	2	0.2	-14	nt	-19	-6	-3
O=C(NCC1CCCO1)C1CCCN(S(=O)(=O)c2ccc(Br)cc2)C1 (centres undefined)
    -2	0	-19	-1	-0.5	-14	14	16	-2	0
N#CC1=C(N)Nc2ncnn2C1c1ccc([N+](=O)[O-])cc1 (centres undefined)
    0	6	-7	1	0.0	nt	1	7	6	2
Cc1ccc(OCC(=O)Nc2nnc(-c3ccco3)s2)cc1
    5	2	15	0	-2.8	-33	-1	-20	15	4
COc1nc(Nc2ccc(C(C)=O)cc2)nc(OC)n1
    -1	14	6	1	0.0	-22	nt	-13	-11	1
CCC(=O)Nc1ccc(N2CCN(C(=O)c3ccco3)CC2)c(Cl)c1
    -3	-12	-16	-4	1.4	14	-3	12	-10	5
CCOc1ccccc1CN1CCC(N2CCOCC2)CC1
    -3	7	-17	-1	0.8	-20	0	3	-6	-1
COc1ccc(NS(=O)(=O)c2ccc(-c3coc(C)n3)cc2)cc1OC
    1	6	-7	-4	nt	-12	-8	-17	1	5
CC(C)(C)c1ccc(C(=O)NNC(=O)c2ccccc2Br)cc1
    0	36	-7	-2	-0.6	-4	nt	-48	-1	7
O=C1CCCCC1Sc1nnc(-c2ccc3c(c2)OCO3)o1 (centres undefined)
    2	-43	-13	-1	-0.1	2	-19	-5	-8	3
NS(=O)(=O)c1ccc(CCNC(=O)C(=O)NCC2OCCN2S(=O)(=O)c2ccc(Cl)cc2)cc1 (centres undefined)
    nt	-3	-10	-1	0.1	2	-2	-33	-4	-6
CCN(CC)c1ccc(/C=N/N2CCN(c3ccccn3)CC2)cc1
    -1	nt	-8	0	1.1	-4	5	-1	0	0
Cc1cc(=O)oc2cc(OCc3ccc(C(=O)N4CCN(c5ccc([N+](=O)[O-])cc5)CC4)cc3)ccc12
    0	-1	-3	-1	-1.4	50	nt	3	-7	0
COc1ccc(-c2nnc(SCC(C)C)o2)cc1
    -3	57	-5	0	-1.2	10	42*	11	-10	-4
CC1(C)CC(=O)C2=C(C1)OC(c1ccc(O)cc1)C(C#N)=C2N (centres undefined)
    -2	2	-4	4	-4.3	-9	-2	22	1	2
O=C(COc1ccc(Cl)cc1)Nc1cccc(S(=O)(=O)NC2=NCCCCC2)c1
    0	0	-11	0	-0.3	5	3	4	-14	-12
CC(C)c1nc(SCC(=O)Nc2cccc(C(F)(F)F)c2)c2c(=O)n(C)c(=O)n(C)c2n1
    nt	nt	-14	1	-0.1	46	1	-29	-11	-3
O=C(CSc1c[nH]c2ccccc12)NCC1CCCO1 (centres undefined)
    nt	-10	-15	-5	1.2	-12	-4	20	6	-4

Some of the entries so far, as tab-separated lines.
mol	NSD2 inh	MITF TRPM1 HTS	PvdQ acylase	V-ATPase pH	CDK5 inh	SR-BI DiI inh	Wnt bcat act	HTR5A inv ag	dFosB activator	HTR5A ag
O=C(CSc1c[nH]c2ccccc12)NCC1CCCO1 (centres undefined)	nt	-10	-15	-5	1.2	-12	-4	20	6	-4
NS(=O)(=O)c1ccc(CCNC(=O)C(=O)NCC2OCCN2S(=O)(=O)c2ccc(Cl)cc2)cc1 (centres undefined)	nt	-3	-10	-1	0.1	2	-2	-33	-4	-6

Among those listed so far, 12 have an aryl methoxy group.
The line under a structure holds: NSD2 inh	MITF TRPM1 HTS	PvdQ acylase	V-ATPase pH	CDK5 inh	SR-BI DiI inh	Wnt bcat act	HTR5A inv ag	dFosB activator	HTR5A ag
COc1ccc(NC(=O)c2ccc(-n3c(C)ccc3C)cc2)c(OC)c1
    -1	-1	-8	3	0.8	62	6	16	-6	-4
COc1cccc(OCc2cc(/C=N/NC(=O)c3nc(Cl)c(Cl)c(N)c3Cl)ccc2OC)c1
    nt	-15	-13	-2	-0.8	33	nt	-23	59*	8
COc1cc2c(cc1NC(=O)COC(=O)[C@@H](NC(=O)c1ccccc1F)C(C)C)oc1ccccc12
    1	5	-14	3	-0.9	60	5	0	-9	4
COc1ccc([N+](=O)[O-])cc1C(=O)C(=O)c1ccccc1
    3	nt	20	1	-1.1	10	-1	2	8	3
COc1ccc2c(CC(=O)N3CCc4ccccc43)coc2c1
    nt	111*	3	-2	1.0	15	nt	10	-7	-4
COc1ccc(C2/C(=C(/O)c3ccccc3)C(=O)C(=O)N2c2ccccn2)c(OC)c1 (centres undefined)
    1	nt	-8	0	0.0	-6	nt	11	-4	4
COc1ccccc1C(=O)NCCC(=O)NCCC12CC3CC(CC(C3)C1)C2
    8	6	-6	11*	0.7	-17	4	22	-10	-1
COc1ccccc1Oc1ccc(N/C=C/C(=O)c2ccco2)cc1
    -2	59	-9	-6	-1.8	49	16	9	-7	-3
COc1cccc(NC(=O)N2C3CCCC2CC(NC(=O)C2CC2)C3)c1 (centres undefined)
    -1	0	3	-4	-0.1	nt	1	-7	7	2
COc1nc(Nc2ccc(C(C)=O)cc2)nc(OC)n1
    -1	14	6	1	0.0	-22	nt	-13	-11	1
COc1ccc(NS(=O)(=O)c2ccc(-c3coc(C)n3)cc2)cc1OC
    1	6	-7	-4	nt	-12	-8	-17	1	5
COc1ccc(-c2nnc(SCC(C)C)o2)cc1
    -3	57	-5	0	-1.2	10	42*	11	-10	-4
